High-throughput results: PubChem BioAssay, The Scripps Research Institute Molecular Screening Center
pPAFAH FP inh – pPAFAH (human) enzyme inhibition; Q13093; recombinant pPAFAH, FP-rhodamine probe fluorescence polarization; inhibition, % at 3.39 µM; 330,000 compounds, 1.5% hits;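 active = inhibition above the mean inhibition across the screen plus 3 SD, cut at about 25% in these data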;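 note: inhibitors block binding of the rhodamine activity-based probe so polarization drops; 0% = enzyme with DMSO and 100% = wells lacking pPAFAH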
Target sequence (Q13093 whole entry, looked up): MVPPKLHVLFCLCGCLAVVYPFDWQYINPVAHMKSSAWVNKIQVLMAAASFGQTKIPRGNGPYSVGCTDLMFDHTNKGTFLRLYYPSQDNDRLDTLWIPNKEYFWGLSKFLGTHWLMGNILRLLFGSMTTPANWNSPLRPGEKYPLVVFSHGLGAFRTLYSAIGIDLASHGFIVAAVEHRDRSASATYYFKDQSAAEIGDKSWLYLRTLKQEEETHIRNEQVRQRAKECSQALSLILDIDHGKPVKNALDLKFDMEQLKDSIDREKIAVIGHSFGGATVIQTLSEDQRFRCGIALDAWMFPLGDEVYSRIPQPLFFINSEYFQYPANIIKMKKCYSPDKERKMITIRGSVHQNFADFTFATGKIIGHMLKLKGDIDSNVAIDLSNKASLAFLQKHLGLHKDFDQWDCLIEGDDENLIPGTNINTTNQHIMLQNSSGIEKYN
LYPLA2 inh – LYPLA2 (human) inhibition in PME1 counter-screen; recombinant LYPLA2, FP-Rh probe fluorescence polarization; inhibition, % at 5.9 µM; 320,000 compounds, 0.38% hits;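 active = inhibition above the screen-wide mean plus 3 SD, limit set per campaign, cut at about 26% in these data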;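 note: 0% = LYPLA2 with DMSO and 100% = wells lacking LYPLA2 enzyme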
GSTO1 counter – GSTO1 inhibition, counter-screen for RBBP9 inhibitors; P78417; recombinant GSTO1, activity-based probe fluorescence polarization; inhibition, % at 5.96 µM; 300,000 compounds, 1.1% hits; AID 1974;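 active = inhibition above the campaign mean inhibition plus 3 SD, cut at about 35% in these data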;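 note: 0% = GSTO1-1 with DMSO and 100% = wells lacking GSTO1-1 enzyme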
Target sequence (P78417 whole entry, looked up): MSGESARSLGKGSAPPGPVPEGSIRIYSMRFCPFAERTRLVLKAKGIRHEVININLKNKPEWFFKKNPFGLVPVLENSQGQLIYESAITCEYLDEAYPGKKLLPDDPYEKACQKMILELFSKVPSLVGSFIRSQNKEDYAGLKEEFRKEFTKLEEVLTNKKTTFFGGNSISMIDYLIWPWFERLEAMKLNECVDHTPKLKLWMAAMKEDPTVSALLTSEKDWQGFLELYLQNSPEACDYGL
PAFAH2 FP inh – PAFAH2 (human) inhibition. Q99487. recombinant PAFAH2, FP-rhodamine activity probe, fluorescence polarization. inhibition, % at 3.39 µM. 340,000 compounds, 0.99% hits;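 active = inhibition above the mean over all tested compounds plus 3 SD, cut at about 30% in these data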;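 note: inhibitors block probe labeling of enzyme so polarization drops; 0% = enzyme with DMSO and 100% = wells lacking PAFAH2 protein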
PME-1 primary – PME-1 (human) inhibition | recombinant PME-1, FP-Rh probe fluorescence polarization | Q9Y570 | AID 2130 | 320,000 compounds, 0.53% hits | inhibition, % at 5.9 µM;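 active = inhibition above the campaign mean of all compounds plus 3 SD, cut at about 26% in these data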;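 note: competitive labeling of PME-1 active site by serine hydrolase directed probe; 0% = PME-1 with DMSO and 100% = wells lacking PME-1 enzyme; inhibitors block probe labeling so polarization falls and inhibition rises; many of its hits are not listed in these tables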
LYPLA1 inh – LYPLA1 (human) inhibition in PME1 counter-screen. O75608. inhibition, % at 5.9 µM. recombinant LYPLA1, FP-Rh probe fluorescence polarization. 320,000 compounds, 0.16% hits;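 active = inhibition above the mean of all tested compounds plus 3 SD, set per campaign, cut at about 14% in these data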;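 note: inhibitors block serine hydrolase probe labeling of LYPLA1 so polarization falls; 0% = enzyme with DMSO and 100% = wells lacking LYPLA1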
Target sequence (O75608 whole entry, looked up): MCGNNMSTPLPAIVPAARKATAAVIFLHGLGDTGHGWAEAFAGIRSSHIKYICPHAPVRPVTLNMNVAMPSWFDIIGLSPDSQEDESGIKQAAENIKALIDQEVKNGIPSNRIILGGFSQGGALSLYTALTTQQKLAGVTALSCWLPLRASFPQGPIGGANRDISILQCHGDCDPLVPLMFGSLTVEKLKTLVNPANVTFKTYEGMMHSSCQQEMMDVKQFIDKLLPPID
PAFAH1B2 inh – PAFAH1B2 (human) inhibition; P68402; recombinant PAFAH1B2, FP-rhodamine activity probe, fluorescence polarization; inhibition, % at 3.39 µM; 340,000 compounds, 1.2% hits; AID 492953;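 active = inhibition above the mean of all tested compounds plus 3 SD, cut at about 24% in these data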;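 note: 0% = enzyme with DMSO and 100% = wells lacking PAFAH1B2; many of its hits are not listed in these tables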
PAD4 inh – inhibitors of human PAD4 | recombinant PAD4, RCA probe fluorescence polarization | inhibition, % at 6.36 µM | 330,000 compounds, 0.41% hits | Q9UM07;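 active = percent inhibition above a cutoff equal to the mean of all tested compounds plus 3 SD, cut at about 15% in these data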;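 note: 0% = PAD4 with RCA probe and DMSO and 100% = probe without PAD4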
PAFAH1B3 FP inh – inhibitors of human PAFAH1B3 | AID 492972 | Q15102 | 340,000 compounds, 0.28% hits | inhibition, % at 3.39 µM | recombinant PAFAH1B3, FP-rhodamine probe, fluorescence polarization;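 active = inhibition above the screen-wide average of all tested compounds plus 3 SD, cut at about 25% in these data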;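 note: 0% = enzyme with DMSO only and 100% = wells lacking PAFAH1B3 protein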
The depositor's hits bear a star; . = not tested or not shown. A portion of the library (hit frequency here may not be typical).

mol	pPAFAH FP inh	LYPLA2 inh	GSTO1 counter	PAFAH2 FP inh	PME-1 primary	LYPLA1 inh	PAFAH1B2 inh	PAD4 inh	PAFAH1B3 FP inh
O=C(CC1CCCC1)Nc1ccc(Cl)c(S(=O)(=O)N2CCOCC2)c1	13	.	.	5	.	.	0	1	4
CC(C)n1c(SCC(=O)c2ccc3c(c2)OCCO3)nc2c1c(=O)n(C)c(=O)n2C	2	2	-1	.	-2	0	.	6	.
COc1ccc2c(c1)C=Cc1ccccc1O2	-2	-18	6	.	4	3	.	-1	.
C[C@H](CO)N1C[C@H](C)[C@H](CN(C)Cc2ccc(Oc3ccccc3)cc2)Oc2ccc(NC(=O)Nc3cccc4ccccc34)cc2CC1=O	1	.	.	-66	.	.	-10	3	4
NS(=O)(=O)c1ccc(NC(=O)C(Sc2ccccc2)c2ccccc2)cc1 (stereo not given)	-1	-19	-5	-1	-8	-13	-2	-5	-5
CCOc1ccc(N(CC(=O)NCC2CCCO2)S(=O)(=O)c2ccc(C)cc2)cc1 (stereo not given)	4	1	4	-9	-2	0	1	-2	0
COc1ccccc1-c1ccc(SCC(=O)NCc2ccc3c(c2)OCO3)nn1	6	0	-1	5	-1	4	0	-1	1
COc1ccc2[nH]c3c(=O)n(Cc4ccc(C(=O)N5CCCCCC5)cc4)c(=S)[nH]c3c2c1	-2	-3	0	4	-4	0	6	-3	-4
Cc1oc(-c2ccccc2F)nc1CN1CCC(C(=O)NC2CCCc3ccccc32)CC1 (stereo not given)	8	3	1	-6	0	2	3	0	4
CCN(CC)S(=O)(=O)c1ccc(-c2csc(C)n2)s1	6	1	13	6	-5	0	-2	8	-2
c1ccc(-c2n[nH]nc2-c2ccccc2)cc1	3	-3	5	2	-5	-3	9	0	3
O=[N+]([O-])c1ccc(S(=O)(=O)N2CCN(c3ccnc4cc(Cl)ccc34)CC2)cc1	8	20	13	-2	4	2	3	-9	8
O=C(CSCc1ccccc1)N1CCN(c2ccc(F)cc2)CC1	9	2	-4	12	1	-2	7	-7	10
COC(=O)[C@]1(C)N[C@H](CN(C)S(=O)(=O)c2ccc(OC)cc2)[C@@H]2C(=O)N(C)C(=O)[C@@H]21	3	.	.	0	.	.	3	-4	6
O=C(CSC(=S)N1CCN(c2ccccc2)CC1)Nc1nc(-c2ccccc2)c(-c2ccccc2)o1	-1	2	2	-2	4	3	6	2	5
O=[N+]([O-])c1ccc(-c2cn3ccccc3n2)cc1	1	3	8	.	3	1	.	-2	.
COc1ccc(Cc2cc(-c3ccc(F)cc3)n[nH]c2=O)cc1	8	-5	-5	.	-1	-3	.	4	.
CN(C)CCCNS(=O)(=O)c1ccc(Oc2ncc(C(F)(F)F)cc2Cl)cc1	-4	3	-2	1	0	5	1	-5	7
CCOc1ccccc1N(CC(=O)Nc1ccc(OC)c(OC)c1)S(=O)(=O)c1ccccc1	10	3	1	-2	-2	0	1	-7	7
COc1ccc(/C=C/C(=O)OCC(=O)c2ccccc2F)cc1	6	.	.	29	.	.	3	1	6
CCOC(=O)CNC(=O)CSc1nc(-c2ccccc2)ns1	4	7	4	-3	1	4	-5	2	7
CC1(C)Cc2ccccc2-c2nc3n(c(=O)c21)CCS3	5	10	8	3	1	0	8	0	1
COC(=O)C(CCCN1C(=O)c2ccccc2C1=O)(NC(C)=O)c1nn[nH]n1 (stereo not given)	6	2	1	-2	-2	1	4	2	7
CC(C)[N+](C)(CCOC(=O)C1c2ccccc2Oc2ccccc21)C(C)C	-5	6	6	-2	-4	2	-5	-2	0
COC(=O)c1cc(OC)c(OC)cc1NC(=O)Cc1ccccc1[N+](=O)[O-]	2	3	-4	0	-1	1	3	-1	6
CCC(=O)NC(C)c1cc(Cl)c2cccnc2c1O (stereo not given)	1	9	.	-1	-6	4	7	4	8
CCCOc1ccc(OC(=O)Cc2ccc(OC)c(S(=O)(=O)N3CCOCC3)c2)cc1	1	2	3	5	3	-1	1	0	13
COCCNC(=S)N1CCN(c2nc3ccccc3s2)CC1	-1	-3	13	6	4	-1	2	0	10
COCCOc1cc(N(CC(=O)N(C)C)S(=O)(=O)c2ccccc2)c(Cl)cc1Cl	-4	-4	-8	7	1	0	0	-6	17
O=C(CSc1nnc(SCc2ccccc2)s1)N/N=C/c1c(Cl)cccc1Cl	-1	-13	-6	-5	7	-9	-4	-2	2
O=C(O)c1ccc(CN2C(=O)c3ccccc3S2(=O)=O)cc1	-2	-1	5	6	-2	0	1	3	0
O=C(N/C(=C/c1cn(-c2ccccc2)nc1-c1ccccc1)C(=O)N1CCOCC1)c1ccc(Cl)cc1Cl	4	0	4	-6	-7	-1	2	1	3
c1ccc2c(c1)CCNC2c1ccncc1 (stereo not given)	1	4	-5	3	-2	0	4	4	-2
O=C(Cc1ccc(Cl)cc1)Nc1ccccc1Sc1ccccc1	4	-1	4	6	-1	0	1	1	5
CN(CC(=O)Nc1c(Cl)cccc1Cl)C(=O)CCCN1C(=O)c2ccccc2C1=O	-1	-2	-1	-8	1	3	5	-1	13
Cc1ccc(-c2nnc(N(C)C(=O)C3CCCO3)s2)cn1 (stereo not given)	0	-3	15	9	-2	1	4	-4	-2
O=C1CCC(=O)N1CCSC(=S)N1CCSCC1	7	-2	6	-8	-4	-3	2	-1	-5
Cc1cccc2sc(NNC(=O)C3=COCCO3)nc12	8	6	12	2	8	2	10	6	11
O=C(O)C1(S(=O)(=O)c2ccc(Cl)cc2)CCC1	4	11	-4	-5	-1	5	4	-6	0
CC(C)(C)n1nnnc1C(c1cccnc1)N(Cc1ccccc1)Cc1cccs1 (stereo not given)	9	-2	-3	4	2	-4	3	-7	4
O=C(c1[nH]ncc1-c1cccc(Br)c1)C1CO1 (stereo not given)	5	3	82*	0	1	3	5	6	3
CCCCCCSc1ccc([C@@H]2[C@H]3C(=O)N(CC)C(=O)[C@H]3[C@]3(C(=O)OC)CCCN23)cc1	13	4	2	1	-4	-1	0	-3	-6
N#CCSc1nc2sccc2c(=O)n1-c1ccccc1	11	-3	0	3	-9	-4	2	-4	2
CN(C)C(=O)CSc1nnc(CCNC(=O)OC(C)(C)C)o1	-2	0	-3	2	6	0	3	-8	8
O=C(NCc1ccccn1)c1ccc(Cl)c(NC2=NC3CS(=O)(=O)CC3S2)c1 (stereo not given)	4	1	5	4	-2	1	4	-3	9
O=C(Nc1nc2ccccc2c(=O)s1)c1ccco1	2	-2	4	-3	3	-1	9	6	13
CN1C(=O)Cc2cc(S(=O)(=O)Nc3ccc(Cl)cc3)ccc21	20	-14	12	-2	-4	-3	4	1	2
CCOc1ccc(N(C)S(=O)(=O)c2ccc(C)c(C(=O)NCc3ccccc3OC)c2)cc1	9	1	.	0	-2	-8	-3	-3	-1
CC(Cc1cccnc1)NC(=O)c1cc(COc2ccc(F)cc2Cl)on1 (stereo not given)	1	4	-5	-15	2	-4	0	5	1
CCn1c(SCC(=O)c2cc(OC)ccc2OC)nnc1C(C)C	2	1	5	-5	4	-1	2	0	6

(cont.)
mol	pPAFAH FP inh	LYPLA2 inh	GSTO1 counter	PAFAH2 FP inh	PME-1 primary	LYPLA1 inh	PAFAH1B2 inh	PAD4 inh	PAFAH1B3 FP inh
CCOC(=O)c1nn(-c2cccc(OC)c2)c2nc(CC)c(C#N)c(=O)n12	5	-4	-1	-5	4	-2	2	-1	-1
CCc1c(C)nc(SCC(N)=O)c(C#N)c1C	-3	5	-1	6	3	-2	-2	2	5
O=C(/C=C/C(=O)N1CCc2ccccc2C1)N1CCc2ccccc2C1	1	-7	-1	-2	-9	-1	7	-9	9
CC(=O)NC[C@H]1CN(c2ccc(N3CCOCC3)c(F)c2)C(=O)O1	2	6	9	.	3	2	.	0	.
Cc1cccc(-n2nnc(C(=O)Nc3ccc(F)cc3)c2N)c1	5	-6	-2	-1	1	-6	5	-1	13
CCCCNC(=O)C1(NC(=O)Nc2ccccc2)CCCCC1	3	-1	6	0	2	-1	12	5	12
COC(CNC(=O)c1ccc(N2CCCC2=O)cc1)OC	3	4	-5	6	2	1	6	0	6
Cc1nnc(SCC(=O)NC2CCCC2)n1-c1ccccc1	-2	-1	.	3	-7	-4	-1	-1	0
C[C@]12c3[nH]c4ccc(Cl)cc4c3CCN1C(=O)[C@@H](CC(=O)NCc1cccc(C(F)(F)F)c1)C[C@@H]2C(=O)N1CCOCC1	7	.	.	-1	.	.	2	2	5
N=C1SCC(=O)N1c1ccc(Cl)cc1	-1	2	12	-5	-6	3	-1	4	7
O=C(NC12CC3CC(CC(C3)C1)C2)c1ccc(-c2cccc(Cl)c2)o1	4	-4	-4	-7	-6	-1	4	-3	-5
O=C(O)C1CCCCC1C(=O)NCc1ccc(F)cc1 (stereo not given)	1	2	-1	-8	4	-2	3	-1	-6
COCC(=O)N(Cc1cc2cc(C)ccc2[nH]c1=O)c1cccc(C)c1C	0	3	1	7	3	-1	-2	-2	5
Cc1cccc(C)c1Nc1nnc(SCC(=O)Nc2cc(S(=O)(=O)N3CCCCC3)ccc2Cl)s1	-5	-29	-10	-3	-8	-16	-2	0	6
Cc1cc2nc(SCCN3CCOCC3)[nH]c2cc1C	-2	-7	2	5	2	3	5	1	7
O=C(COc1ccccc1)Nc1ccc2c(c1)C(=O)N(CC1CCCO1)C2=O (stereo not given)	5	5	1	1	-9	-3	4	-3	10
O=C(O)/C=C/C(=O)c1ccc2c(c1)NC(=O)CO2	-8	-2	-15	4	-4	-3	3	-3	2
